Screening data as filed in PubChem BioAssay.
HT1080 viability = HT1080 cell viability loss – fluorescence readout (AID 620). HT1080 viability, fluorescence; higher % means a stronger effect. hit rate 0.42% among 87,000. one-dose cytotoxicity, % at 10 µM; EC50 in µM for titrated hits; in the data active = cytotoxicity above about 50%;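 also: cells exposed to compound overnight then 4 h with Alamar Blue; 0% = vehicle DMSO and 100% = killing control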
* = called active by the depositor.

SMILES | HT1080 viability
COCc1cc(=O)[nH]c(Nc2nc(C)c3ccccc3n2)n1 | 28%
COc1ccc(NC(=O)Nc2ccc3nc(C)c(C)nc3c2)cc1 | -3%
COc1cc(Nc2ccc(C)cc2)c([N+](=O)[O-])nc1[N+](=O)[O-] | -9%
O=C(CCOc1ccccc1)N1CCN(S(=O)(=O)c2cccs2)CC1 | -11%
N/C(=N\OC(=O)Nc1ccc(Cl)c(Cl)c1)c1ncc(C(F)(F)F)cc1Cl | 4%
CCOC(CNC(=O)CCc1c(C)nc2nc(C)nn2c1C)OCC | -8%
C=CCOc1ccc(Oc2cc(C)nc(SC)n2)nn1 | -4%
Cc1cc(C(=O)O)c(CSCc2cc(C(=O)O)oc2C)o1 | 6%
NC(=O)C1CCN(C(=O)c2ccco2)CC1 | 7%
CCC1=C2CC[C@H]3C(=O)N(CC(=O)OC)C(=O)[C@H]3[C@H]2[C@@]2(C)C(=O)N(CC3CC3)C(=O)N2C1=O | 8%
CCOc1ccc(OCC(=O)NCCc2nc3ccccc3[nH]2)cc1 | 4%
COc1ccccc1CNC(=O)c1cc2c(C)nn(Cc3ccc(F)cc3)c2s1 | -13%
C/C(=N\NC(=O)Cc1cccn1C)c1ccc2ccccc2c1 | 8%
O=C(CSc1nnc(COc2ccccc2)n1-c1ccccc1)c1ccccc1 | -11%
Cc1ccnc(NS(=O)(=O)c2ccc(NC(=O)C34CC5CC(CC(C5)C3)C4)cc2)n1 | -3%
CCn1c(SC)nnc1-c1ccc(S(=O)(=O)N2CCCCC2)cc1 | 5%
CC1CCCCN1S(=O)(=O)c1ccc(S(=O)(=O)NCCc2ccncc2)cc1 (configuration not stated) | -4%
CC(NC(=O)Cn1nc(-c2ccccc2)c2ccccc2c1=O)c1ccccc1 (configuration not stated) | -11%
CCNc1nc(NCC)nc(SCCOC(=O)c2ccccc2)n1 | -6%
O=C(Nc1ccccc1)C(Cc1cccs1)c1nn[nH]n1 (configuration not stated) | -4%
COc1ccc2c(c1OC)C(C1c3c(cc4c(c3OC)OCO4)CCN1C)OC2=O (configuration not stated) | 11%
Cc1ccccc1-c1noc(C2CCCCC2)n1 | -11%
CCOC(=O)c1sc(NC(=O)CSc2nc(C)cc(C)n2)c(C#N)c1C | 17%
O=C(NCc1ccco1)c1sc2cc(Cl)ccc2c1Cl | -2%
CCOc1cc(CNn2cnnc2)cc(Br)c1OCC(=O)NC1CCCCC1 | 0%
Additional entries follow.
SMILES | HT1080 viability
CCOC(=O)C1(C(C)(C)CC)CC(CSc2nc3ccccc3[nH]2)OC1=O (configuration not stated) | 7%
CCc1nc2scc(-c3cccs3)c2c(=O)o1 | 1%
COc1cc(CNc2ccc3[nH]c(=O)[nH]c3c2)cc(Br)c1OCC(=O)NC(C)(C)C | 2%
CCOc1ccc(N2CC(C(=O)N3CCc4ccccc4C3)CC2=O)cc1 (configuration not stated) | 0%
CC(C)N=Cc1c(O)[nH]c2ccccc12 | 8%
Cc1cc(=O)[nH]c(SCC(=O)Nc2ccc(Br)cc2)c1C#N | -2%
Cc1ccc(C2CC(=O)c3cnc(N4CCc5ccccc5C4)nc3C2)cc1 (configuration not stated) | -11%
O=C(O)CSc1cnc2ccccc2n1 | -9%
c1ccc(-c2nc(NCc3ccco3)c3oc4ccccc4c3n2)cc1 | -11%
O=C(c1ccccc1)N1CCC(c2nc(-c3ccc(S(=O)(=O)N4CCOCC4)cc3)no2)CC1 | -4%
CC1(C)CC(=O)c2c(O)cc(OCc3ccc(Br)cc3)cc2O1 | -14%
O=[N+]([O-])c1ccc(-c2ccc(C=Nc3cccc4ccccc34)o2)cc1 | -6%
Cc1ccc(-c2csc(NC(=O)COC(=O)c3cccc(S(=O)(=O)N4CCOCC4)c3)n2)cc1 | 21%
N#CCCn1cc(/C=N/O)c(-c2ccccc2)n1 | 1%
CCOC(=O)C1=C(O)/C(=C/c2ccc(CNC(=O)C(=O)Nc3ccc(C)cc3)o2)N=C1C | -14%
CCCc1nc2oc(C(=O)c3ccccc3)c(N)c2c2c1COC(C)(C)C2 | -8%
O=C(Oc1ccc2c(=O)c(Cl)coc2c1)c1cccnc1 | -11%
CCOc1ccc(S(=O)(=O)N(C)c2ccc(OCC(=O)N3CCOCC3)cc2)cc1 | -15%
Cc1cc(=O)[nH]c(SCCCOc2ccc(F)cc2)n1 | 7%
CCN(CC)C(=O)CC1(c2ccccc2OC)CCOC(C(C)C)C1 (configuration not stated) | -15%
CCOC(=O)c1cc2ccccc2n1CCN(CC)CC | -3%
N#CCSc1nccc(-c2cc(Cl)sc2Cl)n1 | 5%
O=C(c1ccco1)N1CCN(C(c2ccccc2)c2nnnn2C2CCCC2)CC1 (configuration not stated) | -2%
COc1cc2c(cc1OC)CN(Cc1ccc(C)s1)CC2 | 16%
Cc1cc(SCC(=O)N/N=C/c2ccc(O)cc2O)c(C)cc1Br | 12%
Continued.
SMILES | HT1080 viability
Cc1nc(N)sc1N=Nc1ccc(Br)cc1 | -15%
COc1ccccc1C(=O)Nc1cc2cc(Cl)ccc2oc1=O | -15%
CCOc1ccc(Br)cc1S(=O)(=O)N1CCCC1 | -2%
CC1=C(C)CS(=O)N(S(=O)(=O)c2ccccc2)C1 (configuration not stated) | -16%
CC(/C=N/NC(=O)c1ccc(Br)cc1)=C\c1ccccc1 | -15%
CCCOc1ccc(C2C(=O)N(C3CCCCCC3)CC(=O)N2Cc2ccco2)cc1OC (configuration not stated) | -7%
CCOc1ccc(-n2c(C)c(C(C)=O)c(C(C)=O)c2C)cc1 | 8%
CCOC(=O)C1=C(C)N(CCCC(=O)O)C(=O)NC1c1ccccc1OS(=O)(=O)c1ccccc1[N+](=O)[O-] (configuration not stated) | -14%
CCN(CC)C(=O)CSc1ncnc2sc(-c3ccccc3)cc12 | -3%
O=c1[nH]c(=O)n(Cc2ccco2)c2c1C(C(F)(F)F)(C(F)(F)F)N=C(CCc1ccccc1)N2 | -7%
N#Cc1cc2c(nc1SCC(=O)Nc1sc3c(c1C#N)CCC3)CCC2 | -3%
COc1ccccc1NC(=O)CN1CCN(C(=O)c2ccco2)CC1 | -13%
CC(C)CNC(=O)c1cc2nc3c(c(C(F)(F)F)n2n1)CCc1ccccc1-3 | -17%
Oc1ccc(CN2CCCCC2)c2cccnc12 | 15%
O=C(CN(Cc1ccco1)C(=O)CCC(=O)Nc1nccs1)NCc1ccccc1 | 16%
O=C1CC(=O)N(CCc2ccc(F)cc2)C(=O)N1 | -16%
CC(C)C(=O)Nc1nnc(CCN2CCCCC2)s1 | -6%
Cc1c(Cl)c(C(F)(F)F)nn1CC(=O)NCc1ccccc1 | -2%
Cc1ccc(S(=O)(=O)N2CCN(Cc3nc4sc(C)c(C)c4c(=O)[nH]3)CC2)cc1 | 10%
Cc1ccc(C)c(NC(=S)NC2CC3CCCC(C2)N3CC(C)C)c1 (configuration not stated) | -13%
Fc1ccc(-c2cnc(-c3cccs3)o2)cc1 | 2%
O=C(CSc1nnc2c(n1)[nH]c1ccccc12)OCc1ccccc1 | -14%
O=[N+]([O-])c1ccc(N2CCN(c3ccc(Cl)nn3)CC2)c(Cl)c1 | -18%
Cn1c(SCC(=O)n2c3c(c4ccccc42)CCCC3)nnc1-c1ccccc1 | -18%
CCc1cc2c(SCC(=O)c3ccc(C)cc3)ncnc2s1 | 5%
New compounds follow.
SMILES | HT1080 viability
CCOCCCNC(=O)CCSc1ccc(C)cc1 | 7%
O=c1cc(-c2ccco2)oc2c1ccc1ccccc12 | -3%
CC(=O)c1cc(C(=O)Nc2ccc(C(=O)O)cc2)oc1C | -2%
CCOC(CNC(=O)c1cccn2c(=O)c3cc(Cl)ccc3nc12)OCC | 0%
OC1(c2ccc(OC(F)F)cc2)CSC(=Nc2cccnc2)N1C1CC1 (configuration not stated) | -2%
CC(Oc1ccc(Cl)cc1Cl)c1nc(-c2ccc(NC(=O)c3ccccn3)cc2)no1 (configuration not stated) | -23%
CCC(CC)c1nnc(NC(=O)c2ccc(N3CCCC3=O)cc2)s1 | -4%
Cc1cccn2c(=O)c3cc(C#N)c(=N)n(CC4CCCO4)c3nc12 (configuration not stated) | 2%
Cc1ccc(-n2c(CCC(=O)O)ccc2-c2cccs2)cc1 | 2%
COc1cccc(OC)c1OCCOc1ccccc1OC(C)C | -13%
Cc1nnc(SCC(=O)N2CCCCC2)n1CC1CCCO1 (configuration not stated) | 0%
Cc1ccc(C)c(S(=O)(=O)NCc2ccc(C(=O)N3CC(C)OC(C)C3)cc2)c1 (configuration not stated) | 13%
O=C(CSc1nc(O)cc(=O)n1-c1ccccc1)NC1CCCCC1 | 13%
CCCC(=Nc1ccc(N)cc1)C1=C(O)C(C(=O)OC)C(C)(C)CC1=O (configuration not stated) | 0%
CC(=O)Nc1ccc2c(c1)nc1n2CCSC1 | 0%
CN1CCN(C(=S)Nc2ccccc2Cl)CC1 | 7%
CCOC(=O)c1c(C)sc2c1N(C(=O)CN(CC)CC)c1cc(Cl)ccc1S2 | 6%
CCn1c(SCC(=O)N2CCCC2)nnc1-c1ccc(N)cc1 | -13%
CCCC(=O)c1ccc(N2CCCC2)c(F)c1 | 17%
Cc1nn(CCC#N)c(NC(=O)c2ccc(Cl)cc2)c1P(=O)(Nc1ccc([N+](=O)[O-])cc1)N1CCOCC1 (configuration not stated) | -14%
CCCSc1nc2c(=O)[nH][nH]c(=O)c2n1Cc1ccccc1 | 2%
CCCC/C(O)=C1\C(=O)CC(C)(C)CC1=Nc1ccc(OC)cc1 | -38%
Cn1ncc(Br)c1C(=O)Nc1c(F)c(F)cc(F)c1F | -6%
COC(=O)c1cccc(NS(=O)(=O)c2ccc(OC)cc2)c1C | 2%
CC(=O)N[C@H](c1ccccc1)[C@@]1(C)C[C@@H]1[C@@H](C)C(=O)Nc1ccc2ccccc2c1 | -8%

An excerpt from above in order of SMILES length, highest first:
SMILES | HT1080 viability
Cc1ccc(C)c(S(=O)(=O)NCc2ccc(C(=O)N3CC(C)OC(C)C3)cc2)c1 (configuration not stated) | 13%
Cc1ccc(-n2c(CCC(=O)O)ccc2-c2cccs2)cc1 | 2%
COc1cccc(OC)c1OCCOc1ccccc1OC(C)C | -13%

(next part)
SMILES | HT1080 viability
CC(C)[C@H](Nc1nc(-c2ccccc2)nc2c1oc1ccccc12)C(=O)O | -26%
CC1(C)CC(=O)C(C=NCCN2CCN(C(=O)c3ccc(F)cc3)CC2)=C(O)C1 | 11%
COc1ccc2nc(NC(=O)c3cccc(S(=O)(=O)N4CCOCC4)c3)sc2c1 | -6%
CCOC(=O)C1(C)/C(=N/Nc2ccccc2)C(=O)C(=O)N1c1ccccc1 (configuration not stated) | -4%
CCOC(=O)C1CCN(CC(=O)Nc2cc(C)nn2-c2nc3ccccc3s2)CC1 | 7%
Cc1cccc(CSc2nnc(N)n2-c2ccccc2)c1 | 2%
CCOC(=O)N1CCN(S(=O)(=O)c2cc(OCC(=O)NC3CCCCC3)c(C)cc2Cl)CC1 | -2%
COc1ccc(/C=N/n2c(C)cc(C)c(C(N)=O)c2=O)cc1 | -19%
CCC1=C2CC[C@H]3C(=O)N(C)C(=O)[C@H]3[C@H]2[C@@]2(Cc3ccccc3)C(=NCCOC)OC(=O)N2C1=O | -6%
Cc1ccc2cccc(NC(=S)NC(=O)c3ccn(C)n3)c2n1 | -12%
O=C(/C=C/NNC(=O)c1ccccc1)c1ccc(Br)cc1 | 14%
COc1ccc2cc3cc(C(=O)NCc4cccs4)oc3nc2c1 | 4%
Cc1cc(C(=O)OCC(=O)NCCC(C)C)c2ccccc2n1 | -7%
CCC1(CC)Cc2ccccc2-c2nc3ccccc3c(=O)n21 | -12%
COc1cc(S(=O)(=O)NC2CCCC2)ccc1F | -5%
COc1cc(C(=O)N2CCCc3ccccc32)cc(OC)c1OC | 6%
COc1ccc(C(=O)NC2CCN(CC(=O)Nc3cccc(C)c3)CC2)cc1OC | -3%
CCOC(=O)C1CCN(CCC(=O)Nc2ccccc2)CC1 | 8%
COc1ccccc1C(=O)Nc1ccc(NC(=O)c2ccco2)c(C)c1 | -5%
COC(=O)c1ccc2ccn(CC(=O)NC3CCCCC3)c2c1 | -12%
COc1ccc(Cl)cc1C(=O)OCC(=O)NC(=O)c1cccn1C | -3%
O=C(Nc1ccc(Cl)c(Cl)c1)N1CC=C(c2ccccc2)CC1 | 19%
COc1ccc(CCN2C(=O)CC(N3CCOCC3)C2=O)cc1OC (configuration not stated) | 14%
COc1ccc(C)cc1S(=O)(=O)N1c2ccccc2CC1C (configuration not stated) | -4%
O=C(Nc1cccc2ccccc12)C1CCN(C(=O)NCc2ccccc2)CC1 | -27%

Another view of part of the listing above:
> CCOC(=O)C1CCN(CCC(=O)Nc2ccccc2)CC1
- HT1080 viability = 8%
> COc1ccc2nc(NC(=O)c3cccc(S(=O)(=O)N4CCOCC4)c3)sc2c1
- HT1080 viability = -6%
> CC1(C)CC(=O)C(C=NCCN2CCN(C(=O)c3ccc(F)cc3)CC2)=C(O)C1
- HT1080 viability = 11%
> CC(C)[C@H](Nc1nc(-c2ccccc2)nc2c1oc1ccccc12)C(=O)O
- HT1080 viability = -26%

Further structures.
SMILES | HT1080 viability
O=C(COn1nnc2ccc(Cl)cc21)NC12CC3CC(CC(C3)C1)C2 | -9%
O=C(O)c1cccc(Cn2c(Cl)c(/C=N/NC(=O)c3ccccc3)sc2=O)c1 | -2%
CC1CCCC2(C1)NC(=S)N(c1ccccc1)N2 (configuration not stated) | -1%
CC(=O)Nc1cc(C(C)(C)C)c(O)c(C(C)(C)C)c1 | -4%
COC(=O)C1=C(N)c2c(F)cccc2C1(C#N)c1ccccc1 (configuration not stated) | 7%
CN(C)S(=O)(=O)c1ccc2c(c1)nc1n2CCC1 | -1%

Reprinted at random: 4 compounds from above
SMILES | HT1080 viability
Cc1ccc(C2CC(=O)c3cnc(N4CCc5ccccc5C4)nc3C2)cc1 (configuration not stated) | -11%
CCOc1ccc(Br)cc1S(=O)(=O)N1CCCC1 | -2%
COc1ccccc1C(=O)Nc1ccc(NC(=O)c2ccco2)c(C)c1 | -5%
N/C(=N\OC(=O)Nc1ccc(Cl)c(Cl)c1)c1ncc(C(F)(F)F)cc1Cl | 4%

Structural class, the entries above with a tert-butyl group (2)
SMILES | HT1080 viability
COc1cc(CNc2ccc3[nH]c(=O)[nH]c3c2)cc(Br)c1OCC(=O)NC(C)(C)C | 2%
CC(=O)Nc1cc(C(C)(C)C)c(O)c(C(C)(C)C)c1 | -4%

A portion of the library. The share of hits here may be higher or lower than overall.
